Screening data (PubChem BioAssay)
FXIIa inh: human FXIIa protease inhibitors, primary screen, biochemical, single well; purified human FXIIa, AMC substrate fluorescence, 2 h; Coagulation factor XII (Homo sapiens), P00748; inhibition, % at 10 µM; AID 701, 2007; 33,000 tested, 0.2% active; in the data active = inhibition above about 30%;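 note: 0% = enzyme with vehicle only and 100% = no enzyme blank; many of its hits are not listed in these tables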
Target sequence (P00748 20-372 limits assumed): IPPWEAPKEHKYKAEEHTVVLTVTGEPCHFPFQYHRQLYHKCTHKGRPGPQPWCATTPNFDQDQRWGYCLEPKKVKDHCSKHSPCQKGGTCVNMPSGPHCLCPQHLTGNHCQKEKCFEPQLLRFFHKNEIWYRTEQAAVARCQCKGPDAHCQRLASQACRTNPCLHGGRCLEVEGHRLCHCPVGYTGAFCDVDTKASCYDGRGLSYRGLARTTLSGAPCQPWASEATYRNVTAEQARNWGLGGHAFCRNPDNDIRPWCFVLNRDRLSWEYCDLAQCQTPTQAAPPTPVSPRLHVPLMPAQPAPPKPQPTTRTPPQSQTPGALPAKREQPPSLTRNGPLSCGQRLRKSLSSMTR
Target sequence (P00748 373-615 limits assumed): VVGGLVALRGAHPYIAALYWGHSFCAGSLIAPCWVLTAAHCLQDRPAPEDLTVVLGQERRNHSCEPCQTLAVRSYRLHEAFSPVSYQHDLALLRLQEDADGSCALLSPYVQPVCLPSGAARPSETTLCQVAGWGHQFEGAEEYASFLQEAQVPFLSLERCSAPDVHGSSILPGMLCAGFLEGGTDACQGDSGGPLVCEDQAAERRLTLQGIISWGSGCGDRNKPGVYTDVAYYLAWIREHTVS
FXIa inh: human FXIa protease inhibitors, primary screen, biochemical, single compound per well; 33,000 tested, 0.3% active; AID 687, 2007; Coagulation factor XI (Homo sapiens), P03951; purified human FXIa, fluorogenic AMC substrate cleavage; inhibition, % at 10 µM;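 active = inhibition above 40% in the primary screen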;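 note: 0% = enzyme without compound and 100% = blank wells lacking enzyme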
* = called active by the depositor.

cpd	structure	FXIIa inh	FXIa inh
1	Cc1cccc(NC(=O)N[C@@H](C)C(=O)O)c1	7	-10
2	CSCC[C@H](NC(=O)OCc1ccccc1)C(=O)O	5	-14
3	COc1ccc(C(=O)OC2CCN(C)CC2)cc1	-1	3
4	Cc1ccc(Cc2nc(-c3ccccn3)no2)cc1	3	3
5	C/C=C/c1ccc(OCCCNC(C)CC)c(OC)c1 (stereo not given)	0	-5
6	COc1cc2c(cc1OC)C(c1ccc3c(c1)OCO3)CC(=O)N2 (stereo not given)	-1	3
7	COC(=O)c1ccccc1Sc1c(/C=N/OC(=O)c2ccccc2)c(C(F)(F)F)nn1C	6	10
8	C#CCN(C)Cc1ccccc1	-1	0
9	Cc1ccccc1C(=O)N1CCCN(C(=O)c2ccccc2C)CC1	6	4
10	CCOC(=O)Cc1csc(NC(=O)COc2ccc3ccccc3c2)n1	4	-1
11	CCOc1ccc(C(C)=O)cc1N1C(=O)C2C3C=CC(C3)C2C1=O (stereo not given)	5	-6
12	O=C(Cc1ccc(-n2c(=S)[nH]c3ccccc3c2=O)cc1)N1CCN(c2ccccc2)CC1	11	3
13	CCOc1ccc2oc(-c3ccccc3)c(C(=O)N(C)C)c2c1	-5	-7
14	O=C(c1ccc2c(c1)OCO2)N1CCN(c2ccccc2F)CC1	4	0
15	CC(C)N1C(=S)SC(C)(C)C1n1oc(=O)n(-c2ccc(Cl)c(Cl)c2)c1=O (stereo not given)	2	-1
16	COc1ccc(C)cc1S(=O)(=O)N(CC(=O)O)c1ccccc1	12	5
17	Cc1ccccc1C(C(=O)NCc1ccccc1)N(Cc1ccco1)C(=O)c1ccccn1 (stereo not given)	-15	26
18	CCNC(=O)C1CCCN1S(=O)(=O)c1ccc(C)cc1 (stereo not given)	4	-2
19	CCOP(=O)(c1ccccc1)C1(O)CCCCC1 (stereo not given)	-2	-4
20	Cc1cc(=O)oc(C)c1C(=O)NCc1ccco1	-14	27
21	CC(=O)Nc1cccc(NC(=O)Nc2ccc(C(C)=O)cc2)c1	6	2
22	CC(C)C(=O)NC(C)C(c1cccs1)N1CCN(c2ccccc2)CC1 (stereo not given)	-15	1
23	CC(=O)Nc1ccc(S(=O)(=O)Nc2nc3ccc(C)cc3s2)cc1	-10	-12
24	CCOC(=O)N1CCN(c2ncnc3c2oc2nc(C)c4c(c23)CC(C)(C)OC4)CC1	10	-1
25	O=C(CSc1ncccn1)N1CCN(C(c2ccccc2)c2ccccc2)CC1	3	1
26	CCCNC(=O)c1ccc(CN2CCc3ccccc3C2)cc1	7	7
27	COC(=O)c1oc2ccccc2c1-n1cccc1	6	8
28	CCc1nc2ccccc2n1CC(C)C(=O)O (stereo not given)	8	1
29	CCn1c(CSc2nc3ccccc3s2)nc2ccccc21	3	-7
30	O=C(CCc1ccc(S(=O)(=O)N2CCOCC2)cc1)N1CCN(Cc2ccc3c(c2)OCO3)CC1	6	-11

Grouped by structure: those above with a furan ring, fused or not.
cpd	structure	FXIIa inh	FXIa inh
13	CCOc1ccc2oc(-c3ccccc3)c(C(=O)N(C)C)c2c1	-5	-7
17	Cc1ccccc1C(C(=O)NCc1ccccc1)N(Cc1ccco1)C(=O)c1ccccn1 (stereo not given)	-15	26
20	Cc1cc(=O)oc(C)c1C(=O)NCc1ccco1	-14	27
24	CCOC(=O)N1CCN(c2ncnc3c2oc2nc(C)c4c(c23)CC(C)(C)OC4)CC1	10	-1
27	COC(=O)c1oc2ccccc2c1-n1cccc1	6	8

Following part:
cpd	structure	FXIIa inh	FXIa inh
31	Nc1cc(C2CCCC2)nn1-c1ccccc1	7	3
32	COC(=O)c1nnn(-c2nonc2N)c1CN1CCc2ccccc21	1	-2
33	Cc1cc(C)n(-c2nc(C)nc(N)n2)n1	5	-7
34	Cn1cc(C(=O)c2ccc(Cl)cc2Cl)cc1C(=O)N/N=C(\N)COc1ccc(Cl)cc1Cl	1	-1
35	COc1ccc(NC(=O)COC(=O)c2ccc(OCc3c(C)noc3C)cc2)cc1OC	5	-6
36	CCC(C)NS(=O)(=O)c1ccc(OCC(=O)NCC2CCCO2)cc1 (stereo not given)	-1	-6
37	Cc1ccc(Cn2cnc3ccccc32)cc1	-4	4
38	NC(=O)CC(NC(=S)NCc1ccccc1)C(=O)O (stereo not given)	6	-5
39	CC1=CC(C)(C)NC(=S)N1c1cccc2ccccc12	-2	3
40	COc1ccc(-c2nn(-c3ccccc3)cc2/C=N/N2C(=O)CSC2=S)cc1	-4	-9
41	COCCN1CCN(c2c3c(nc4cc(-c5cccc(F)c5)nn24)CCC3)CC1	3	-2
42	O=C(Cn1cnc2scc(-c3ccc(F)cc3)c2c1=O)N1CCOCC1	-18	24
43	c1ccc(CCc2ccccc2-c2nc(-c3cccnc3)no2)cc1	7	4
44	O=C(NC1CCCCC1)C(c1ccncc1)N(Cc1ccc2c(c1)OCO2)C(=O)c1cnsn1 (stereo not given)	4	-10
45	CCOC(=O)c1sc(NC(=O)c2ccncc2)nc1C	6	2
46	CN1CCN(CC(=O)Nc2nc(-c3ccccc3)cs2)CC1	8	1
47	CCCCNS(=O)(=O)c1ccc(OC)c2ncccc12	3	4
48	ONC(=Nc1ccccc1)C(=Nc1ccccc1)NO	0	-6
49	Cc1cc(CNC(=O)c2cc(Br)ccc2Cl)nn1C	7	1
50	Cc1onc(-c2ccccc2)c1-c1n[nH]c(=S)n1-c1ccccc1	4	-3
51	N#CC1=C(N)Oc2c(oc(CO)cc2=O)C1c1ccsc1 (stereo not given)	10	10
52	COc1c(F)c(F)c(C(=O)Nc2ccc(N3CCN(C(C)=O)CC3)c(Cl)c2)c(F)c1F	-1	2
53	O=C1C2C(c3ccccc3)C=CC(c3ccccc3)C2C(=O)N1CCCO (stereo not given)	-15	26
54	Cc1ccc(-c2cc(C(=O)N/N=C/c3ccco3)[nH]n2)cc1	-15	24
55	COc1ccccc1S(=O)(=O)Nc1ccc(-c2nnc3n2CCCCC3)cc1	8	4
56	COc1ccc(Cl)cc1NC(=O)CC(C)c1ccccc1 (stereo not given)	4	15
57	Cc1ccc(CSc2nnc(Nc3ccc(C)cc3)s2)cc1	14	-7
58	O=C(Nc1ccc2c(c1)OCCO2)C1CCCN(S(=O)(=O)c2cccs2)C1 (stereo not given)	5	-4
59	Cc1cc(NCCN2CCOCC2)n2nc(C)c(-c3ccc(Cl)cc3)c2n1	1	-4
60	CCOC(=O)c1ccccc1NC(=O)CN(c1ccccc1C)S(C)(=O)=O	7	10

Along the list, quoted from above:
FXIIa inh, entries 56–60, in order: 4, 14, 5, 1, 7
FXIa inh, entries 56–60, in order: 15, -7, -4, -4, 10

Following part
cpd	structure	FXIIa inh	FXIa inh
61	CCOC(=O)C1CCCCN1Cc1cccc(OC)c1OC (stereo not given)	4	-3
62	O=C(NNS(=O)(=O)c1ccccc1[N+](=O)[O-])c1ccc(O)cc1	5	-1
63	CCCCCCOC(=O)c1ccc(OC(=O)c2cccnc2)cc1	4	11
64	CCOC(=O)c1cc(-c2ccccc2)n(CCC(=O)O)c1C	1	-7
65	COc1ccc(C(=O)N2CCN(c3nnnn3-c3ccccc3)CC2)cc1OC	2	-7
66	O=c1cc(CO)oc(CN2CCN(Cc3ccccc3)CC2)c1O	7	-5
67	Cc1nc(NCc2ccco2)c2c(C)c(C)sc2n1	5	3
68	O=C(CCN1CCCCC1)Nc1ccc(Br)cc1	5	-2
69	O=C(CCC(=O)N1CCN(S(=O)(=O)c2ccc(Cl)cc2)CC1)NC1CCCc2ccccc21 (stereo not given)	-3	2
70	C=CCn1nnc2sc3c(c2c1=O)CCC(C)C3 (stereo not given)	2	4
71	Clc1ccc(-c2nnnn2-c2ccc(Cl)c(Cl)c2)cc1Cl	-2	-1
72	O=C(Nc1ccccc1)c1cc(S(=O)(=O)N2CCOCC2)cs1	6	-10
73	Cc1ccc(-c2nnc(Cc3ccc(Cl)cc3)o2)cc1	1	3
74	COc1ccc(-c2cc(C(=O)NCC(C)C)no2)cc1	9	8
75	COc1cc(C2C(C(C)=O)=C(O)C(=O)N2c2ccc(C)cc2)ccc1O (stereo not given)	7	-7
76	COC(=O)CSc1nnc(C2COc3ccccc3O2)n1-c1ccccc1 (stereo not given)	9	0
77	COc1ccc(OCc2n[nH]c(=S)o2)cc1	4	7
78	Cc1cccc(N(CC(O)CON=C2c3ccccc3-c3ccccc32)S(C)(=O)=O)c1 (stereo not given)	-3	-7
79	O=C(CSc1cn(CCNC(=O)c2cccs2)c2ccccc12)NC1CCCC1	7	9
80	Cc1cc(C)nc(N2CCC(CNC(=O)CCc3ccccc3)CC2)n1	1	6
81	CCN1C(=O)CC(NCc2ccc3c(c2)OCO3)C1=O (stereo not given)	8	-4
82	CCOc1ccccc1C(=O)Nc1ccccc1O	-1	-4
83	CC(Cc1ccccc1)NC(=O)C1(c2ccccc2)CCOCC1 (stereo not given)	9	-10
84	Cc1ccc(S(=O)(=O)N2CCC(O)(c3cccnc3)CC2)cc1	8	0
85	Cc1cccc(-c2nc(C#N)c(N3CCCCCC3)o2)c1	3	-3
86	CCCNS(=O)(=O)c1ccc(CCC(=O)N2CCN(c3ccc(OC)cc3)CC2)cc1	-6	-3
87	CCCc1cc(=O)oc2cc(OCC(=O)Nc3ccc4c(c3)OCCO4)ccc12	18	-3
88	COC(=O)C1=C(C)N(C)C(=O)NC1c1cc(Cl)c(O)c(OC)c1 (stereo not given)	-14	15
89	O=C(NCc1ccccc1)C1COc2ccccc2O1 (stereo not given)	3	-1
90	COc1ccc2nc(Nc3nc(CSc4nnnn4-c4ccccc4)cc(=O)[nH]3)nc(C)c2c1	13	-2

3 entries already listed, sorted by the number in FXIIa inh, largest number first:
No. | SMILES | FXIIa inh | FXIa inh
61 | CCOC(=O)C1CCCCN1Cc1cccc(OC)c1OC (stereo not given) | 4 | -3
82 | CCOc1ccccc1C(=O)Nc1ccccc1O | -1 | -4
78 | Cc1cccc(N(CC(O)CON=C2c3ccccc3-c3ccccc32)S(C)(=O)=O)c1 (stereo not given) | -3 | -7

The list continues.
cpd	structure	FXIIa inh	FXIa inh
91	CCOCC(=O)Nc1nnc(Cc2ccc(OC)cc2)s1	7	-5
92	CC(OC(=O)c1cc2sccc2n1C)C(=O)NCc1ccc(F)cc1 (stereo not given)	8	-5
93	O=C(c1ccc2c(c1)OCCO2)N1CCN(Cc2ccccc2)CC1	-13	25
94	CCCCN(CC)C(=O)C1CCC(=O)N(c2ccc(OC)cc2)C1c1ccc(OC)c(OC)c1 (stereo not given)	2	-3
95	Cc1ccc(SCc2cn3cccnc3n2)cc1	8	0
96	FC(F)(F)COc1nc(N2CCOCC2)nc(N(c2ccccc2)c2ccccc2)n1	4	-3
97	O=S(=O)(NCC1CCCO1)c1cc(Cl)ccc1Cl (stereo not given)	-1	-1
98	CCN(CC)C(=O)CN(c1cccc(C(F)(F)F)c1)S(C)(=O)=O	5	2
99	Cc1ccc(Oc2ccc(Cl)cc2NC(=O)c2cnccn2)cc1	5	8
100	N#Cc1cccc(NC(=O)Nc2cccs2)c1	2	2
101	O=C(CCCOc1ccccc1)Nc1cccnc1	5	-6
102	O=C(O)CC(NC(=S)NCc1ccccc1)C(=O)O (stereo not given)	10	2
103	Cc1cccc(C2(c3cccc(C)c3)OC(=O)c3ccccc32)c1	7	9
104	CCC(Oc1ccccc1)C(=O)NCc1cccnc1 (stereo not given)	5	4
105	O=C(NCc1ccco1)C1CCN(Cc2ccc(F)cc2)CC1	4	-13
106	CCN(CC)S(=O)(=O)c1csc(C(=O)NC2CCCCC2)c1	-22	2

Some of these compounds in order of molecular weight, smallest number first.
cpd	structure	FXIIa inh	FXIa inh
101	O=C(CCCOc1ccccc1)Nc1cccnc1	5	-6
104	CCC(Oc1ccccc1)C(=O)NCc1cccnc1 (stereo not given)	5	4
105	O=C(NCc1ccco1)C1CCN(Cc2ccc(F)cc2)CC1	4	-13

An excerpt, so the mix of outcomes need not match the whole.
